Assay outcomes deposited in PubChem by Dana-Farber Cancer Institute and Novartis Institutes for BioMedical Research (Cambridge, Mass).
USP30 block – inhibitors of human USP30 deubiquitinase | AID 1645860 | inhibition, % at 25 µM | Q70CQ3 | 5.3% of 47,000 active | purified USP30, Ub-rhodamine cleavage fluorescence
USP17 block – human USP17-like deubiquitinase inhibition | A8MUK1 | purified USP17, Ub-rhodamine cleavage fluorescence, 3 h | inhibition, % at 50 µM | 6.5% of 47,000 active | AID 1645855
USP10 block – blocks human USP10 ubiquitin-rhodamine cleavage; Q14694; purified USP10, Ub-rhodamine fluorescence, 60 min; inhibition, % at 20 µM; 1.1% of 47,000 active; AID 1645856
USP7 block – inhibitors of human USP7 deubiquitinase; inhibition, % at 20 µM; Q93009; AID 1645854; purified USP7, Ub-rhodamine cleavage fluorescence; 0.3% of 47,000 active
USP28 block – blocks human USP28 ubiquitin-rhodamine cleavage | Q96RU2 | purified USP28, Ub-rhodamine cleavage fluorescence, 30 min | inhibition, % at 25 µM | 3% of 47,000 active | AID 1645857
OTUD3 inh – blocks human OTUD3 ubiquitin-rhodamine cleavage; purified OTUD3, Ub-rhodamine fluorescence, 2 h; inhibition, % at 25 µM; 0.7% of 47,000 active; AID 1645858
USP8 block – inhibitors of human USP8 deubiquitinase; P40818; purified USP8, Ub-rhodamine cleavage fluorescence, 30 min; inhibition, % at 20 µM; 4.2% of 47,000 active; AID 1645853
Target sequence (P40818 whole entry, looked up): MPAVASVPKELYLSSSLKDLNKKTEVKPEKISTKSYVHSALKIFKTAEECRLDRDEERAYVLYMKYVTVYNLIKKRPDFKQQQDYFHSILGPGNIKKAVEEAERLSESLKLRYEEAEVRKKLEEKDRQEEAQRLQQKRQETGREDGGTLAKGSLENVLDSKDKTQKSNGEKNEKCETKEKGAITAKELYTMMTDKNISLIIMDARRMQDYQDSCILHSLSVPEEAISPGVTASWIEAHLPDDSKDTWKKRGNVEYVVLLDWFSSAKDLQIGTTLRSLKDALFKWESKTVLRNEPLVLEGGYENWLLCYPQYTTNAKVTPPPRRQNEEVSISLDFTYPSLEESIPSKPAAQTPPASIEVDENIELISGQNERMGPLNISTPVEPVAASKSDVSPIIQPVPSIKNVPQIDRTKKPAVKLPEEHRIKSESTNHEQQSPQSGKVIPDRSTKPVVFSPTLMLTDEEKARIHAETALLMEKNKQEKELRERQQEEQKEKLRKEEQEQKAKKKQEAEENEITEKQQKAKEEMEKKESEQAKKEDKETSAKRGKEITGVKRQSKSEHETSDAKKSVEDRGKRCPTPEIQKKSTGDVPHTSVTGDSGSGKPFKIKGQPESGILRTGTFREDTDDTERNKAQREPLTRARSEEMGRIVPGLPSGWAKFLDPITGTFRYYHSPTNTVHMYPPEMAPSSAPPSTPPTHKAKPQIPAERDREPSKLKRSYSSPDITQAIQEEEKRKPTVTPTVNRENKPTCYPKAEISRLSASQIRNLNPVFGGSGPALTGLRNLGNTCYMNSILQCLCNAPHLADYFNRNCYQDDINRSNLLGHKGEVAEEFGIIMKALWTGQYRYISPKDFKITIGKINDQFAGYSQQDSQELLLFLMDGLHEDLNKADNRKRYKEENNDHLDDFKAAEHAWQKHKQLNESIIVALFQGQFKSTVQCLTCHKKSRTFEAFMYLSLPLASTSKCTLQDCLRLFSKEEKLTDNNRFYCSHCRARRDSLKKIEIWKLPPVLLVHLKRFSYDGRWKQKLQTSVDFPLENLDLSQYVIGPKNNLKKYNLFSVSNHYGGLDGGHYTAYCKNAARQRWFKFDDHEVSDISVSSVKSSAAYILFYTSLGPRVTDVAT
UCHL1 inh – human UCHL1 deubiquitinase inhibition; P09936; purified UCHL1, Ub-rhodamine cleavage fluorescence; inhibition, % at 20 µM; 0.2% of 47,000 active; AID 1645859
Active calls of the source: *; . = not tested or not shown. Cut-off read from the data, not from the text of the source: active = inhibition above about 30%; inactive = the rest. Compounds were not picked by outcome; about 14% have a hit in one of these screens.

The opening 7 records, to show the layout:
SMILES	USP30 block	USP17 block	USP10 block	USP7 block	USP28 block	OTUD3 inh	USP8 block	UCHL1 inh
O=C(Nc1cccc2cccnc12)c1nn(C2CCS(=O)(=O)C2)c2c1CCCC2 (stereo not drawn)	2	18	0	7	5	-9	5	0
CCCSc1nc(SCC(=O)c2ccccc2)c2c3c(sc2n1)COC(C)(C)C3	-21	-7	-4	0	-2	1	-70	0
O=C(CN1CCN(C(c2ccccc2)c2ccccc2)CC1)Nc1ccc(Cl)cc1C(=O)c1ccccc1	-61	-3	5	-1	-14	-3	3	0
Cc1cc(C)cc(NC(=O)c2cnc3sc4c(n3c2=O)CCCC4)c1	14	25	1	7	11	15	4	3
N#Cc1cccc(Nc2ncnc(N)n2)c1	-3	8	0	5	3	4	-26	2
COc1ccc(-c2cc3nc(C)cc(NCCc4ccccc4)n3n2)cc1OC	-29	-7	9	11	-15	-12	-15	6
Cc1ccc(CNCC(=O)Nc2cc(S(=O)(=O)N3CCOCC3)ccc2N2CCCC2)cc1	-56	-3	-5	-10	-20	-15	-44	-6

The whole of this part, from the first entry:
SMILES	USP30 block	USP17 block	USP10 block	USP7 block	USP28 block	OTUD3 inh	USP8 block	UCHL1 inh
O=C(Nc1cccc2cccnc12)c1nn(C2CCS(=O)(=O)C2)c2c1CCCC2 (stereo not drawn)	2	18	0	7	5	-9	5	0
CCCSc1nc(SCC(=O)c2ccccc2)c2c3c(sc2n1)COC(C)(C)C3	-21	-7	-4	0	-2	1	-70	0
O=C(CN1CCN(C(c2ccccc2)c2ccccc2)CC1)Nc1ccc(Cl)cc1C(=O)c1ccccc1	-61	-3	5	-1	-14	-3	3	0
Cc1cc(C)cc(NC(=O)c2cnc3sc4c(n3c2=O)CCCC4)c1	14	25	1	7	11	15	4	3
N#Cc1cccc(Nc2ncnc(N)n2)c1	-3	8	0	5	3	4	-26	2
COc1ccc(-c2cc3nc(C)cc(NCCc4ccccc4)n3n2)cc1OC	-29	-7	9	11	-15	-12	-15	6
Cc1ccc(CNCC(=O)Nc2cc(S(=O)(=O)N3CCOCC3)ccc2N2CCCC2)cc1	-56	-3	-5	-10	-20	-15	-44	-6
COc1ccc(CN2C(=O)c3cccnc3C2Nc2cccc(C#N)c2)cc1 (stereo not drawn)	-4	-4	-5	-3	2	3	-32	-1
O=C(c1cc(F)ccc1-n1cnnn1)N1CCN(Cc2ccccc2)CC1	18	0	2	8	0	5	3	6
CC(=O)N1CCCCCC1C1CCN(c2cccc(F)c2C#N)CC1 (stereo not drawn)	-2	-5	-2	-24	-68	-1	0	0
O=C(c1cnccn1)N1CCC2(CC1)CN(c1cccnc1)c1ccccc12	0	0	-3	1	1	1	3	1
CC(=O)O[C@H]1CC[C@]2(C)[C@H]3Cc4c(O)cc5c(c4O[C@]3(C)CC[C@H]2C1(C)C)CNC5=O	0	34*	1	16	29	15	-7	12
CCN(C)C(=O)c1cc(-c2ccn(-c3ccccc3)n2)n2ccccc12	-106	.	-8	-4	-39	-24	-39	3
COc1ccccc1NC(=O)c1nnn(Cc2nc(-c3ccc(C)cc3)oc2C)c1N	-22	4	-7	-5	-2	-15	15	-8
O=C(CCSc1ccc(Cl)cc1)c1cccs1	9	84*	10	11	24	20	7	3
COC(=O)c1ccc(NC(=O)CN2C(=O)C(=O)c3ccccc32)cc1	.	23	1	-8	.	15	3	2
CCOC(=O)COc1nc(-c2cccs2)cc(C(F)(F)F)c1C#N	10	22	5	0	9	12	3	2
CCc1ccc(CN2CCC3(CC2)CN(c2cncnc2)C(=O)CO3)o1	-160	-51	-6	-11	-43	-53	-14	-7
O=C1[C@H]2Cc3c([nH]c4ccccc34)C(c3cccc4ccccc34)N2C(=O)CN1Cc1ccccc1F (stereo partly drawn)	-86	-34	-8	-1	-32	-17	-3	-8
Cc1cc(Nc2ncccc2C)cc(C2CCCN(C(=O)c3cnccn3)C2)n1 (stereo not drawn)	-13	-10	0	-1	-3	-5	3	-2
CN(CC(=O)NCCc1ccccc1)c1nnc(N2CCCCC2=O)s1	-2	6	-3	1	1	4	7	1
O=C(c1ccc2c(c1)OCO2)[C@@H]1[C@H](C(=O)OC(c2ccccc2)c2ccccc2)N2c3ccccc3C=CC2[C@@]12C(=O)Nc1ccccc12 (stereo partly drawn)	-488	-41	-5	-24	-123	-120	19	-26
O=C(Nc1ccccc1)C1Cn2ccnc2C2(CCN(C(=O)C3CCC3)CC2)O1 (stereo not drawn)	0	-22	-2	5	2	1	-53	3
Cc1ccccc1NC(=O)Cc1nc(-c2cccnc2)n[nH]1	-3	-3	-2	0	1	-3	1	-1

Part of the list above, reduced to USP30 block:
structure	USP30 block
CCc1ccc(CN2CCC3(CC2)CN(c2cncnc2)C(=O)CO3)o1	-160
CN(CC(=O)NCCc1ccccc1)c1nnc(N2CCCCC2=O)s1	-2

Continuation.
SMILES	USP30 block	USP17 block	USP10 block	USP7 block	USP28 block	OTUD3 inh	USP8 block	UCHL1 inh
O=S(=O)(NC1CCCN(c2cc(N3CCCC3)ncn2)C1)C1CC1 (stereo not drawn)	-6	0	3	6	-4	3	1	4
O=C(Nc1ccc(N2CCN(Cc3ccc(F)cc3)C2=O)nc1)c1ccc2c(c1)OCO2	-19	24	-1	2	-5	-7	-4	-6
O=C(Cc1cn2ccsc2n1)Nc1cccc2cnccc12	-27	-2	-6	-1	-14	-8	-15	-3
CC1(C)Cc2c(c(N3CCCC3)nc3sc4c(NCCCN5CCOCC5)ncnc4c23)CO1	-12	-6	3	11	0	-5	4	10
CC1=C(C(=O)Nc2ccccc2)C(c2ccc(C)o2)n2ncnc2N1 (stereo not drawn)	-46	-24	-3	-4	-23	-11	-18	-3
Cc1ncc2c(=O)n(CCOc3ccc(F)cc3)c(=O)n(C)c2n1	-321	-90	-6	-19	-97	-64	-31	-7
CC(=O)Nc1ccc(S(=O)(=O)N(Cc2cc3ccc(C)cc3[nH]c2=O)CC2CCCO2)cc1 (stereo not drawn)	-24	1	-2	-7	-3	2	7	-6
Cc1cc(S(=O)(=O)N2CCCN(S(=O)(=O)c3ccc(Cl)c(C)c3)CC2)ccc1Cl	4	8	4	3	-9	-2	-2	-6
CC(C)[C@H](N)C(=O)N1CCC2(CC1)CO[C@@H]([C@@]1(C)CC[C@H](O)C(C)(C)O1)C2	-22	-8	-1	-1	-14	-16	-8	-3
COc1ccc(C(=O)NC2CC2)cc1OC1CCN(Cc2ccc3nonc3c2)CC1	-20	-6	-1	-8	-6	-17	-4	1
Cc1ccc(C(=O)OC(C)C(=O)Nc2sccc2C(N)=O)cc1C (stereo not drawn)	-93	-31	-15	-7	-20	-20	-1	-1
CC1c2cc3c(cc2CCN1C(=O)c1ccc(-c2ccccc2)cc1)OCCCO3 (stereo not drawn)	-1	0	0	5	9	-1	11	4
Cc1nn(-c2ccc(Cl)cc2)cc1-c1noc(C(=O)NCCCN2CCOCC2)n1	-7	-6	-3	-83	-9	0	0	-5
O=C(N[C@H]1CCCc2ccccc21)c1cc(-c2ccco2)on1	-155	47*	-6	4	0	1	33*	-1
CCOCC(=O)Nc1nnc(CC(C)c2ccccc2)s1 (stereo not drawn)	19	4	1	0	11	8	-39	-1
O=C(CC1SCCNC1=O)Nc1ccc2ccccc2c1 (stereo not drawn)	6	1	-1	3	2	6	15	-1
CN(C)c1ccc(C(CNC(=O)c2ccccc2OCc2ccc(F)cc2)c2c[nH]c3ccccc23)cc1 (stereo not drawn)	19	7	-2	2	20	9	27	0
CC1CCCN(c2nc3c(c(=O)[nH]2)CCN(Cc2cnn(C)c2)C3)C1 (stereo not drawn)	29	12	3	5	12	9	23	2
COc1ccc(S(=O)(=O)Nc2ccc(-c3ccc(N4CCOCC4)nn3)cc2)cc1C	16	8	6	5	-1	-8	-57	4
COc1ccc(-c2csc3ncn(CC(=O)N4CCc5ccccc54)c(=O)c23)cc1	-142	-25	-3	-4	-37	-32	-29	-10
CCNc1cc(N2CCCC(CCC(=O)N3CCN(C(=O)OCC)CC3)C2)ncn1 (stereo not drawn)	-10	-7	-5	0	4	2	-142	0
Cc1cn[nH]c1C1CCCN(C(=O)CCc2cc(Cl)no2)C1 (stereo not drawn)	4	-11	0	0	-8	-7	-4	0
COc1ccc(C(=O)NCc2ccc(-n3ccnc3)cc2)cc1	-2	10	-3	0	-10	-9	0	-1
O=C1CC(c2ccc(Cl)cc2)Cc2nc(N3CCc4ccccc43)ncc21 (stereo not drawn)	-63	-20	1	-2	-35	-24	-18	-2
O=C(NCc1ccc(F)cc1)C1CCN(c2cnc(N3CCCCC3)nc2)CC1	-10	5	-3	2	69*	6	15	1
COc1ccc(CCNC(=O)c2ccccc2N2C(=O)N3CCc4c([nH]c5ccc(OC)cc45)[C@@]3(C)C2=O)cc1	41*	43*	2	5	-2	15	4	3
CC(C)(C)NC(=O)c1nn(C2CCS(=O)(=O)C2)c2c1CCCC2 (stereo not drawn)	4	5	-1	3	1	-3	14	0
Cc1cc(C)cc(OCC(=O)N2CCN(c3ccccn3)CC2)c1	1	-3	0	2	-1	0	-63	3
COc1ccc(NC(=O)NCCN2CCN(c3ccccc3F)CC2)c(OC)c1	-2	-2	0	1	-5	-1	0	-1
CN1CCN(C2=Cc3ccccc3Sc3cc(F)ccc32)CC1	21	12	0	-83	26	-1	7	7
CC(=O)Nc1ccc2c(c1)nc(CCN1CCCC1)n2C	-36	-9	-3	-2	-17	-16	-8	-3
O=C(NCc1ccccc1)c1cccc(OC2CCN(Cc3ccc4c(c3)CCO4)CC2)c1	22	6	-1	9	22	13	7	6
COc1ccc(S(=O)(=O)N(C(=O)c2ccccc2)c2ccc3oc(C)c(C(C)=O)c3c2)cc1	16	8	3	9	10	6	14	4
Cc1ccc(C(=O)N2CCC3(CCN3Cc3ccc(F)cc3)C2)cn1 (stereo not drawn)	-14	-16	-2	-1	-18	-3	-87	-4
Cc1nnc(NC(=O)C2CC(=O)N(CCc3ccc(F)cc3)C2)s1 (stereo not drawn)	5	-8	-2	2	-7	-4	-60	-4
CCc1noc(C)c1C(=O)Nc1nnc(C2CC2)s1	-2	0	2	7	-1	-8	5	-3
Cc1ccc2[nH]c(=O)c(-c3noc(-c4cccnc4)n3)cc2c1	-237	-23	-2	5	-42	-12	-3	6
Cn1c(=O)cc(C(=O)Nc2ccccc2Br)[nH]c1=O	13	-7	0	4	6	7	-57	2
Cc1cccc(CN2CC=C(C(=O)Nc3ccccc3)CC2)c1	-65	-21	-7	-6	-18	-10	-16	-4
O=S(=O)(Nc1cccn2cnnc12)c1ccc2c(c1)CCCC2	-53	-10	-7	-10	-10	-4	-12	-14
O=C(c1cccc(F)c1)N1CCC2(CCCN2CC2CC2)CC1	0	2	0	2	22	15	-38	2
COc1cccc(-c2nc3c(s2)CN(C(=O)C2CCC2)CC3)c1	0	0	0	-130	7	0	0	1
CCN1CCN(CCNC(=O)c2cc3cn(C(C)C)cc3s2)CC1	-42	3	-6	-3	-19	-5	-7	-3
Cc1ccc(C(=O)Nc2c(C(=O)N3CCN(c4cccc(C)c4)CC3)[nH]c3ccccc23)cc1	-352	-80	0	-11	-46	-49	-11	0
COc1ccc(CC(=O)NCC(=O)N2CCC3(CC2)NCCc2[nH]cnc23)cc1	-239	-30	-6	0	-43	-50	34*	-1
CC(=O)Nc1cc(C(=O)NC(C)c2ccccc2)c2ccc(C)nc2c1 (stereo not drawn)	-74	-4	-6	-9	-11	-16	11	-2
CNC(=O)c1nc2c(s1)CCN(C(=O)c1ccccc1)CC2	.	-1	0	-5	.	-4	3	1
CC1c2ncc(CNC(=O)C3CC3)n2CCN1c1ccccn1 (stereo not drawn)	23	.	-4	9	10	7	5	6
O=C(O)CSc1nnc(-c2ccc3c(c2)OCCCO3)n1C1CC1	5	6	2	0	0	-1	-3	0
Cc1noc(-c2ccnc(-n3cnc(C(=O)NC4CCCCCC4)c3)c2)n1	3	5	1	-3	-6	0	5	-4
NC(=O)CNC(=O)c1cnc2n1CC(c1cccc(C(F)(F)F)c1)CC2 (stereo not drawn)	3	-1	-3	-7	-8	-4	1	-1
N=C1C(c2nc3ccccc3s2)=C(O)CN1Cc1cccc(F)c1	-48	-21	-6	0	-7	-14	0	-6
COc1cc(CC(=O)OCC(=O)N2CC(=O)Nc3ccccc32)cc(OC)c1OC	-19	-1	1	-2	-3	0	8	-1
CN(C)C(=O)c1sc2ncccc2c1C1CN(c2ccncn2)CCO1 (stereo not drawn)	-51	-21	-5	-3	-25	-13	-29	-5
CC(=O)N1CCN(C(=O)c2ccc(NCc3ccccc3Cl)c(S(=O)(=O)Nc3cccc(C(F)(F)F)c3)c2)CC1	27	18	16	-2	15	13	23	7
